# GRP78 ERSR act = qHTS for Inducers of the Endoplasmic Reticulum Stress Response (ERSR) in Human Glioma: qHTS; Potency, µM, for inactives: at the highest dose activation, actives largely listed as activators; U87-MG GRP78 promoter luciferase reporter, 16 h; actives 0.02% (n = 420,000); further: potency means the concentration at half of the fitted maximal effect; series mostly up to about 76 µM; % of control where 0% means no effect; nearly all actives have a fitted effect of over 35% in size
#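 ERSR induction read as luciferase luminescence (Bright-Glo, 10 min at room temperature) in stably transfected human U87-MG glioma cells exposed to compounds for 16 h, using GRP78 as sensor.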
# D1 potentiator = Potentiators of Human D1 Dopamine Receptor: qHTS; potentiation, % at 10 µM; actives 0.036% (n = 360,000); AID 504651, 2011; D(1A) dopamine receptor (Homo sapiens), P21728; HEK293 TREx D1 cells, calcium flux, dopamine EC20 potentiation; in the data active means potentiation above about 30%; further: 0% is about no effect
# Target sequence (P21728 whole entry, looked up): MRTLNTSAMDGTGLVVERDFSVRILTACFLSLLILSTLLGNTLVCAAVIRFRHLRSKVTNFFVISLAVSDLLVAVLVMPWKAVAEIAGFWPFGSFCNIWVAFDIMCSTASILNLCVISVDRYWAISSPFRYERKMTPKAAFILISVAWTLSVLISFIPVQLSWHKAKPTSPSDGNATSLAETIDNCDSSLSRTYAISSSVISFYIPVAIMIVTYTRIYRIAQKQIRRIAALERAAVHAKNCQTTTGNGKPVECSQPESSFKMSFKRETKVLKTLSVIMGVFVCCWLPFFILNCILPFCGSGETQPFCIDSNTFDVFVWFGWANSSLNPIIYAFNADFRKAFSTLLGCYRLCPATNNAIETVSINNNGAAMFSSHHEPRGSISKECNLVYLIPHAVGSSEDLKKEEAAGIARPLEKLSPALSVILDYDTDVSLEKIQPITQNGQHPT
# RXFP1 antag = qHTS Assay for Antagonists of the Relaxin Receptor RXFP1; Relaxin receptor 1 (Homo sapiens), Q9HBX9; HEK293-RXFP1, relaxin-stimulated cAMP HTRF, 30 min; hits give low values; activity change, negative = inhibition, % at 57.5 µM; actives 0.59% (n = 350,000);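 active means activity change of -60% or lower, but not beyond a set lower limit; inconclusive means change between -60% and -40%, or beyond the set limit; inactive means change above -40%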; further: on the % scale 0 is the no-effect control and ±100 the full control effect
# D1 ag = Allosteric Agonists of the Human D1 Dopamine Receptor: qHTS; D(1A) dopamine receptor (Homo sapiens), P21728; HEK293 T-REx D1 cells, calcium flux, agonist mode; activation, % at 2 µM; actives 1% (n = 360,000); AID 504660, 2011; in the data active means activation above about 30%; further: 0% is about no effect
#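 Tetracycline-induced HEK293 TREx D1 cells, force-coupled to calcium signalling, were dye-loaded with a no-wash calcium kit. Compound was pin-added after a 10 s baseline. Fluorescence was read kinetically at 1 cycle/s for 180 s, with calcium rises flagged as agonism.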
# D2 potentiator = HTS Assay for Positive Allosteric Modulators of the Human D2 Dopamine Receptor: Primary Screen for Potentiators. actives 0.34% (n = 340,000). potentiation, % at 10 µM. HEK293 T-REx D2, calcium flux, EC20 dopamine potentiation. D(2) dopamine receptor (Homo sapiens), P14416;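 active means potentiation over 3 SD above the plate norm, cut at about 30% in these data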; further: 0% is about no effect
# Target sequence (P14416 whole entry, looked up): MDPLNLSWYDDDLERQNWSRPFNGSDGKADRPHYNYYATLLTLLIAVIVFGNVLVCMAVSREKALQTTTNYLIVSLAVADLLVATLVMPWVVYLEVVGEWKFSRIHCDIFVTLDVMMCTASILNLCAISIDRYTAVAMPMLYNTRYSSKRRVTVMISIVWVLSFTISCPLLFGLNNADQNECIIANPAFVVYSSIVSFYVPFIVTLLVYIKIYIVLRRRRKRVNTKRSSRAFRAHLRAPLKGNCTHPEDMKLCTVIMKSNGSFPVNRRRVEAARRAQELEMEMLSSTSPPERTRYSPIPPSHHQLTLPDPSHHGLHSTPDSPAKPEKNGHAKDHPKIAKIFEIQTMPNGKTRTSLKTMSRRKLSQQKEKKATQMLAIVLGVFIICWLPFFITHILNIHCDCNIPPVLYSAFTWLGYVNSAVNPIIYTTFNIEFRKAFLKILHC
#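 Tetracycline-induced Hek293 Trex D2 cells, force-coupled to calcium, loaded with no-wash calcium dye. Compound added with 180 s kinetic read for agonism, then EC20 dopamine and a further 180 s read for potentiation.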
# D1 antagonist = Antagonist of Human D 1 Dopamine Receptor: qHTS; actives 3.2% (n = 360,000); D(1A) dopamine receptor (Homo sapiens), P21728; HEK293 TREx D1 cells, calcium flux, dopamine EC80; hits give low values; activity change, negative = inhibition, % at 10 µM; in the data active means activity change below about -30%; further: on the % scale 0 is the no-effect control and ±100 the full control effect
#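 Antagonism measured as reduced calcium response to an EC80 dopamine addition following 180 s compound pre-read; cells were inducible HEK293 Trex D1 plated overnight at 30 C, read kinetically at 1 cycle/sec.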
# Vif-APOBEC3G blk = qHTS for Inhibitors of Vif-A3G Interactions: qHTS | DNA dC->dU-editing enzyme APOBEC-3G (Homo sapiens), Q9HC16 | HeLa A3G-eYFP + Vif (tagged APOBEC3G with the HIV-1 protein that degrades it), YFP fluorescence, overnight | Potency, µM (titrated, usually from 46.1 µM), inactives show at the top dose activity, negative = active, actives largely listed as inhibitors | actives 0.076% (n = 410,000);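 further: potency means the concentration at half of the fitted maximal effect; on the % scale 0 is the no-effect control and ±100 the full control effect; nearly all actives have a fitted effect of over 60% in size; hits raise eYFP signal because A3G escapes Vif-driven loss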
#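 Read-out is eYFP fluorescence (Ex 488/Em 500-530) from Vif-expressing HeLa A3G-eYFP cells; more signal means A3G escaped Vif-mediated degradation. Cells plated overnight, compound pinned in, incubated overnight at 37 deg C.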
# RXFP1 ag = qHTS Assay for Agonists of the Relaxin Receptor RXFP1; Potency, µM (highest dose often 57.5 µM), for the others: at the highest dose activation, hits mostly activators; HEK293T-RXFP1 cAMP TR-FRET, 30 min; response scale: percent of porcine relaxin response, buffer zero; actives 0.3% (n = 370,000); Relaxin receptor 1 (Homo sapiens), Q9HBX9; further: potency means the concentration at half of the fitted maximal effect; on the % scale 0 is the no-effect control and ±100 the full control effect; nearly all actives have a fitted effect of over 60% in size; many of its hits are not listed in these tables
#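 Agonist response is measured as cAMP accumulation in an RXFP1-transfected HEK293T line under PDE4 inhibition. Values are scaled between buffer-only and 29 nM porcine relaxin, and EC50s come from standard Hill equation fits.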
# Vif-A3F inh = qHTS for Inhibitors of Vif-A3F Interactions: qHTS; HeLa A3F-eYFP + Vif (tagged APOBEC3F with the HIV-1 protein that degrades it), YFP fluorescence increase; Potency, µM (highest dose often 46.1 µM), for inactives: top-dose activity, negative = active; actives 0.2% (n = 390,000); AID 602313, 2012; further: potency means the concentration at half of the fitted maximal effect; % of control where 0% means no effect; nearly all actives have a fitted effect of over 65% in size
#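 HeLa cells stably expressing A3F-eYFP plus Vif, plated and incubated overnight at 37 deg C, then exposed to compounds overnight at 37 deg C. Blocked degradation read as raised yellow fluorescence (Ex 488/Em 500-530).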
# Starred values were filed as active, the others as inactive; ? = inconclusive; . = no result given; & = joins results of further samples. Unless noted, the call rests on the fitted dose curve; in most records, active means well fitted curve in the direction sought with a large enough effect; inconclusive means small, poorly fitted or top-dose-only effect, or another doubt; inactive means no such curve, though single readings can be large; an effect the other way counts as inactive or inconclusive. The list is partial. The share of hits here may be higher or lower than overall.
D1 antagonist	RXFP1 antag	RXFP1 ag	GRP78 ERSR act	Vif-APOBEC3G blk	Vif-A3F inh	D1 ag	D1 potentiator	D2 potentiator	mol
-6	-11	0.3%	2%	1%	3%	3	-3	-27	Cc1ccc2c(c1)C(C)CC(C)(C)N2C(=O)NC1CCCCC1 (configuration not stated)
-11	5	4.0%	-4%	-15%	-9%	7	-2	-3	Cc1cc(-c2ccc(S(=O)(=O)Nc3cccc(C(F)(F)F)c3)s2)on1
-14	.	-1.8%	-3%	-2%	3%	0	3	-7	COc1cc2[nH]c(=O)n(CCCC(=O)N3CCN(c4cccc(C(F)(F)F)c4)CC3)c(=O)c2cc1OC
-3	28	?	2%	?	22µM*	73*	-1	2	Cc1csc(NC(=O)c2sc3nc(-c4cccs4)ccc3c2N)n1
-54*	-14	-0.2%	-2%	1%	-2%	6	-11	-24	CN(Cc1nccs1)C(=O)c1ccc(OC2CCN(CCc3ccccc3)CC2)cc1
-8	22	2.7%	0%	-4%	4%	-1	-3	6	O=C(O)C1(c2ccccc2)CCN(S(=O)(=O)c2cccc(Cl)c2)CC1
9	-5	-0.6%	-2%	2%	-24%	0	-6	6	COc1cc(C(=O)NCc2cccc(Cl)c2)ccc1OCC(=O)N1CCOCC1
-1	1	1.4%	-4%	-2%	2%	1	-3	7	COc1ccc(CCNC(=O)CSc2nc3[nH]ncc3c(=O)n2-c2ccc(Cl)cc2Cl)cc1OC
3	-2	-0.4%	6%	-1%	-1%	4	6	2	Cc1nc(SCC(=O)NNC(=O)c2cccs2)[nH]c(=O)c1C
.	.	-0.8%	-3%	1%	-1%	-2	-2	-3	C[C@@H](NC(=O)c1[nH]cnc1C(=O)Nc1cccc(Cl)c1)c1ccccc1
7	4	1.2%	-1%	0%	-2%	1	1	-9	COc1ccc(-n2c(=O)cc(N3CCCCCC3)[nH]c2=O)cc1
4	10	1.2%	-3%	-1%	0%	2	0	-14	CCCc1n[nH]c2c1/C(=N\O)CCC2
34	14	?	-3%	0%	-4%	-3	0	18	NN1C(=O)/C(=C2/Sc3ccccc3N2CCCS(=O)(=O)O)SC1=S
-6	-6	3.6%	-1%	-1%	0%	1	-3	-3	Cc1cc(NC(=O)c2ccccc2Cl)c(C(C)C)cc1O
0	2	0.4%	-2%	2%	3%	3	-2	2	Cc1ccc(CN2CCN(C3CCN(S(=O)(=O)c4ccc(C)cc4)CC3)C(=O)C2=O)cc1
-3	-31	0.3%	-2%	-5%	-2%	2	0	7	COc1ccc(N(Cc2cc3ccccc3[nH]c2=O)C(=O)c2cccc(Cl)c2)cc1
4	0	-0.2%	-1%	-1%	7%	3	.	4	CN(CC(=O)Nc1ccccc1C(F)(F)F)C(=O)CSc1nc(N)cc(N)n1
0	8	0.3%	-5%	-1%	2%	1	4	-8	Cc1cc(C)nc(N2C(=O)CC(Cc3ccccc3)C2=O)n1 (configuration not stated)
-14	-9	1.2%	-10%	-2%	-4%	4	-1	-3	COC(=O)C1CCN(C(=O)COc2ccc(Cl)cc2)CC1
5	-10	1.5%	1%	1%	-1%	0	6	11	O=C(c1cc(-c2ccco2)nc2ccccc12)N(Cc1nnc(-c2ccc(Cl)cc2)o1)C1CC1
-6	7	-0.7%	0%	2%	-3%	2	-3	0	COc1ccc(Cc2nnc(SCC(=O)NC3CCCC3)o2)cc1
.	5	.	3%	0%	-10%	.	.	.	CC1(C)CC(=O)C=C(c2ccc(-c3cccc(C(N)=O)c3)cc2)C1=O
27	-32	4.9%	5%	-3%	?	0	2	-5	O=C(O)CSc1cc(NS(=O)(=O)c2ccc(Cl)cc2)c2ccccc2c1O
10	.	-0.1%	-1%	0%	-2%	2	-2	0	COc1ccccc1NC(=O)Cn1c(=O)n(CC2CCC(C(=O)NCCc3ccccc3)CC2)c(=O)c2ccccc21 (configuration not stated)
0	5	-0.2%	10%	?	-14%	-1	-4	-5	Cc1cccc(-c2cc3c(nn2)-c2ccccc2C3=O)c1

# Reprinted from the results shown for reference:
D1 antagonist	RXFP1 antag	RXFP1 ag	GRP78 ERSR act	Vif-APOBEC3G blk	Vif-A3F inh	D1 ag	D1 potentiator	D2 potentiator	mol
10	.	-0.1%	-1%	0%	-2%	2	-2	0	COc1ccccc1NC(=O)Cn1c(=O)n(CC2CCC(C(=O)NCCc3ccccc3)CC2)c(=O)c2ccccc21 (configuration not stated)
0	5	-0.2%	10%	?	-14%	-1	-4	-5	Cc1cccc(-c2cc3c(nn2)-c2ccccc2C3=O)c1

# The list continues.
D1 antagonist	RXFP1 antag	RXFP1 ag	GRP78 ERSR act	Vif-APOBEC3G blk	Vif-A3F inh	D1 ag	D1 potentiator	D2 potentiator	mol
-13	1	5.2%	-2%	-1%	0%	4	-3	-2	Cc1ccc(S(=O)(=O)Oc2ccccc2N2C(=O)C3CC=CCC3C2=O)cc1 (configuration not stated)
-21	15	-0.1%	-4%	0%	1%	13	1	2	CCC1(c2ccccc2)NC(=O)N(CC(=O)Nc2ccc3c(c2)OCO3)C1=O (configuration not stated)
6	-8	-0.6%	-4%	1%	12%	4	.	-3	CCCN(CC(=O)Nc1ccccc1OC)C(=O)c1ccncc1
23	5	-1.2%	-5%	-1%	-3%	2	-6	-6	COC(=O)C1C2C=CC3(CN(CCc4ccccc4)C(=O)C13)O2 (configuration not stated)
-5	-7	-0.1%	0%	1%	5%	5	-4	1	CC1Cc2cc(C(=O)O)ccc2O1 (configuration not stated)
-12	-18	-2.0%	5%	-22%	?	2	-2	17	NC(=S)N/N=C/c1ccc(-c2ccc(SC(F)F)cc2)o1
-19	-19	2.2%	-2%	5%	6%	5	-3	0	Fc1cnc(N2CCN(c3ccccc3)CC2)nc1N1CCN(c2ccccc2)CC1
7	4	-1.4%	4%	-3%	0%	5	5	3	O=C(NC(=S)Nc1cccc(O)c1)c1ccco1
7	.	1.6%	-3%	7%	0%	4	-4	24	CCC(C(=O)OCc1cc(=O)n2nc(C)sc2n1)c1ccccc1 (configuration not stated)
-35*	-2	-1.4%	-2%	3%	?	1	0	-1	COc1ccc(C(=O)C(C)OC(=O)CCN2C(=O)C3CC=CCC3C2=O)cc1 (configuration not stated)
1	2	0.2%	-4%	-1%	-5%	0	-2	-5	COc1ccccc1NC(=O)N1CCCC1C(=O)NC1CCCCC1 (configuration not stated)
.	4	.	0%	-12%	-4%	.	.	.	O=C(Cc1c(Cl)cccc1Cl)OCC(=O)c1ccc[nH]1
4	-7	15%	-5%	-2%	4%	0	3	.	Cc1c(NC(=O)CSc2ncnc3ccccc23)c(=O)n(-c2ccccc2)n1C
8	6	1.4%	-4%	0%	-23%	2	5	4	COc1ccc(-c2cn(-c3ccccc3)nc2C(=O)O)cc1OC
-2	-5	-0.8%	-3%	4%	-10%	3	3	10	COC(=O)CCn1nnc(-c2ccc(C)cc2)n1
9	.	1.1%	.	.	.	3	-1	-5	Cc1cc2c(cc1C)-c1nnc(-c3ccc4ccccc4n3)n1C(C)(C)C2
-25	-2	-0.2%	-3%	4%	?	4	-1	9	Cc1cccc(NC(=O)C2CCC(CNS(=O)(=O)c3ccc(Br)s3)CC2)c1 (configuration not stated)
-4	-13	-0.2%	7%	-8%	-5%	1	4	0	c1ccc(OCc2nc(-c3cccs3)no2)cc1
-10	.	1.9%	-1%	2%	-14%	3	-3	2	CCCCCCCCNC(=O)c1cnccn1
-18	.	2.0%	1%	5%	5%	1	-1	-4	CS(=O)(=O)N1CCc2cc(C(=O)NCCc3ccccc3)ccc21
-11&-3	3&-3	2.5%&-0.7%	1%&0%	2%&4%	0%&-2%	1&1	-5&-3	4&-9	CCOc1ccc(CCNC(=O)c2ccc(CS(=O)Cc3cccc(Cl)c3)o2)cc1 (configuration not stated)
3	-11	-0.8%	-4%	0%	1%	2	-2	-23	NS(=O)(=O)c1ccc(NC(=O)CSc2ncccn2)cc1
-11	.	1.7%	-6%	-4%	-1%	5	0	-6	COc1ccc(C(=O)COC(=O)c2cc(S(=O)(=O)N3CCCCC3)ccc2N2CCOCC2)c(OC)c1
0	1	-2.2%	-6%	0%	-5%	0	-2	-6	O=C(c1ccc(OC2CCN(CCc3ccccc3)CC2)cc1)N1CCCC(O)C1 (configuration not stated)
13	.	0.0%	-3%	-12%	8%	8	-2	4	Cc1cccc([C@@H]2[C@@H]3C(=O)N(Cc4ccccc4)C(=O)[C@@H]3[C@]3(CC(C)C)C(=O)N(c4cccc(Br)c4)C(=O)N23)c1
-1	2	1.1%	-4%	0%	1%	5	-7	4	CCOC(=O)C1CCCN(C(=O)c2ccc(S(=O)(=O)NCc3ccco3)cc2)C1 (configuration not stated)
13	0	1.4%	-5%	-11%	0%	0	-1	2	COc1ccc(CNC(=O)c2ccccc2SCC(=O)NCc2ccco2)cc1
-27	.	-0.1%	-4%	1%	3%	3	-10	2	COc1ccc(C(C2C(=O)CC(C)(C)CC2=O)C2C(=O)CC(C)(C)CC2=O)cc1COCC(F)(F)F
.	2	-0.7%	2%	-9%	0%	-1	-1	-10	COc1cc(C2Nc3cc(Cl)c(S(N)(=O)=O)cc3S(=O)(=O)N2)ccc1OCc1ccccc1 (configuration not stated)
0	2	-1.5%	1%	-1%	-3%	1	5	5	CCCCNC(=O)N1CCN(Cc2cccc(F)c2)CC1
14	2	2.1%	1%	1%	-3%	6	-4	-12	COc1cc(-c2nc(Cc3ccccc3Cl)no2)cc(OC)c1OC
6	-24	0.2%	2%	-2%	-8%	0	-4	-24	Clc1ccc(OCCCN2CCc3ccccc3C2)c(Br)c1
-31*	.	1.9%	0%	2%	0%	19	-4	-2	Cn1c(=O)oc2cc(S(=O)(=O)N3CCC(C(=O)N4CCN(c5cccc(Cl)c5)CC4)CC3)ccc21

# Bioassay records from PubChem BioAssay.
